High-throughput results: PubChem BioAssay, National Center for Advancing Translational Sciences (NCATS)
AmpC inh det: Promiscuous and Specific Inhibitors of AmpC Beta-Lactamase (assay with detergent); purified AmpC, nitrocefin hydrolysis with detergent; P00811; Potency, µM (top dose mostly 28.7 µM), for the others: at the highest dose activity change, negative = inhibition; 71,000 compounds, 0.09% hits; active = well fitted curve in the direction sought with a large enough effect
Target sequence (P00811 whole entry, looked up): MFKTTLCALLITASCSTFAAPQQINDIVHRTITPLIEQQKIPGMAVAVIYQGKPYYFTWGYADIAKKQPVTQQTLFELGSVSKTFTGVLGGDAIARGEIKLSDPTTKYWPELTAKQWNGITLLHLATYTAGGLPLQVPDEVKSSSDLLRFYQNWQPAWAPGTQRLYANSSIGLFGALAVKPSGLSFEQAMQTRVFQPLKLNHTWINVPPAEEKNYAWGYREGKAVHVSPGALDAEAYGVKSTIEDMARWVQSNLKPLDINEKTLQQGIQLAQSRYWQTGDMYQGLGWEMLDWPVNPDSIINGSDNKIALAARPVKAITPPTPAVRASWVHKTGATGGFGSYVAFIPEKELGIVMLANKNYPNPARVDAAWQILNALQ
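E. coli AmpC (5.3 nM) in 20 mM phosphate pH 7.0 with 0.01% Triton X-100, preincubated 15 min RT with compound; nitrocefin (2 uL of 800 uM stock) hydrolysis followed by 480 nm absorbance every 20 s over 4 min.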
* = called active by the depositor; & = joins results of further samples; [ ] = dose if it differs, or a comment. % is scaled to controls: 0 for no effect and ±100 for the full control effect; potency is read from the fitted curve at half-maximal effect. An excerpt; count on the stated rates, not on these rows.

For O=C(CS(=O)(=O)c1cn(Cc2ccccc2Cl)c2ccccc12)N1CCOCC1 the results were AmpC inh det -3.5%.
For Cc1ccccc1-n1c(=O)cc(N2CCN(C(=O)c3ccco3)CC2)[nH]c1=O the results were AmpC inh det 4.8%.
For CC(C)(CN=C1NS(=O)(=O)c2ccccc21)CNC(=O)CN1C(=O)c2ccccc2C1=O the results were AmpC inh det -0.1%.
For FC(F)(F)c1ccccc1-c1ccc2ncnc(N3CCOCC3)c2c1 the results were AmpC inh det 1.6%.
Cc1ccc(C(=O)N(CN2CCCC2=O)c2ccccc2)cc1C was read as AmpC inh det -1.4%.
CCOC(=O)c1cc2c(n(-c3ccccc3)c1=O)CC(C)(C)CC2=O was read as AmpC inh det -1.7%.
For CC(=O)c1cccc(N(CC(=O)Nc2cccnc2)S(C)(=O)=O)c1 the results were AmpC inh det -2.4%.
CC(=O)Nc1sc(NC(=O)c2ccccc2)nc1-c1cccs1 was read as AmpC inh det 15.4%.
Screening COc1ccc(-c2nc(C#N)c(N3CCOCC3)o2)cc1OC returned AmpC inh det -0.8%.
`Cc1nn(-c2ccccc2)c(C)c1CCC(=O)O` gave AmpC inh det 7.1%.
For c1ccc(Cc2nnc(-c3ccccc3)o2)cc1 the results were AmpC inh det -5.9%.
Screening CCOC(=O)c1ccc(NC(=O)CCc2nc(-c3ccccc3Cl)no2)cc1 returned AmpC inh det -0.7%.
`Fc1cc(F)c2nc(N3CCOCC3)sc2c1` gave AmpC inh det -0.5%.
`CCC(=O)Nc1sc(C(=O)OC)c(C)c1C(=O)OC` gave AmpC inh det -1.2%.
`Cc1ccc(N2CCN(c3ccc(C)cc3)C(CC(=O)O)C2=O)cc1` (stereo not drawn) gave AmpC inh det 8.1%.
For CCN1C=C(Cc2cccs2)C2=C(C1)C(c1cccs1)C(C#N)=C(N)O2 (stereo not drawn) the results were AmpC inh det -3.1%.
Screening C[C@H](C[C@H](N)C(=O)O)C(=O)O returned AmpC inh det 0.2%.
CCN(CCO)C(=O)C12CCC(C)(C(=O)C1)C2(C)C (stereo not drawn) was read as AmpC inh det -5.1%.
For NCC(O)COCCC12CC3CC(CC(C3)C1)C2 (stereo not drawn) the results were AmpC inh det -0.8%.
`CCC(=O)N1CCc2cc(S(=O)(=O)NC(C(=O)NCc3ccccc3)C(C)C)ccc21` (stereo not drawn) gave AmpC inh det -1.2%.
Screening CN(C)c1ccc(/C(=N\O)C(F)(F)F)cc1 returned AmpC inh det -0.3%.
`CN(C)C(=O)CN(C)S(=O)(=O)c1ccc(Cl)cc1` gave AmpC inh det -2.3%.
CCn1c(C)c(C(C)=O)c(N2CCCCC2)nc1=S was read as AmpC inh det 0.4%.
For Cc1ccccc1-c1ccc(=O)n(CC(=O)Nc2ccc(N3CCOCC3)cc2)n1 the results were AmpC inh det 9.9%.
For CCCCCN(C(=O)NC(=O)Nn1cnnc1)S(C)(=O)=O the results were AmpC inh det -4.3%.
`CC(=O)Nc1nc(C)nc(C)c1C(C)=O` gave AmpC inh det -4.7%.
CC(C)c1ccc(NC(=O)C2CCCCC2C(=O)O)cc1 (stereo not drawn) was read as AmpC inh det 2.2%.
`CN(C)CCNc1ncnc2ccccc12` gave AmpC inh det 3.2%.
Screening CCN(CC)CCN1C(=O)C(=O)/C(=C(/O)c2ccccc2)C1c1ccccc1F (stereo not drawn) returned AmpC inh det -2.1%.
CC(C)(CO)NCc1ccccc1OCC(=O)Nc1ccccc1 was read as AmpC inh det -10.0%.
`CCCCn1nnnc1NCc1cccs1` gave AmpC inh det -0.8%.
Screening O=C1CC(c2ccc(S(=O)(=O)NCc3ccccc3)cc2)CN1 (stereo not drawn) returned AmpC inh det 14.2%.
CCOC(=O)Cn1c(CN2CCOCC2)nc2c1c(=O)n(C)c(=O)n2C was read as AmpC inh det 22.9%.
Screening CCOC(=O)N1CCN(C(=O)c2ccc3nc(N4CCCCC4)sc3c2)CC1 returned AmpC inh det 11.7%.
For O=C(CN(Cc1cccs1)C(=O)CNS(=O)(=O)c1ccc(F)cc1)NCc1ccco1 the results were AmpC inh det -3.5%.
For COc1cccc(NC(=O)CSc2nnc(-c3cccc(OC(C)C)c3)n2N)c1 the results were AmpC inh det -2.0%.
CN1CCN(c2ccccc2NS(=O)(=O)c2ccc3c(c2)CCN3C(=O)C2CCC2)CC1 was read as AmpC inh det -2.4%.
Cc1ccc(CNC(=O)CN2C(=O)C3(OCCCO3)c3ccccc32)cc1 was read as AmpC inh det -1.4%.
For Nc1nc(CN2CCN(c3ccccc3)CC2)nc(N2CCCc3ccccc32)n1 the results were AmpC inh det -3.5%.
C=CCn1c(SCC(=O)/C(C#N)=C(\C)N)nc2sc(CC)cc2c1=O was read as AmpC inh det 1.2%.
COc1nc(-c2ccccc2)ccc1-c1noc(COc2ccccc2)n1 was read as AmpC inh det -2.1%.
`O=C(CCn1nnc(-c2cccs2)n1)NCc1ccccc1Cl` gave AmpC inh det -4.8%.
Screening CS(=O)(=O)N1CCC2(CCCN(C(=O)Nc3cccc(F)c3)C2)CC1 returned AmpC inh det -0.3%.
Screening CCOC(=O)N1CCN(C(=O)CN(C2CCCCC2)S(C)(=O)=O)CC1 returned AmpC inh det -4.0%.
For O=C(c1ccco1)N1CCC2(CCCN(c3cccc(-c4ccccc4)c3)C2)CC1 the results were AmpC inh det -1.5%.
CN(CC(=O)Nc1ccc(F)c(F)c1)S(=O)(=O)c1cccc2nsnc12 was read as AmpC inh det -2.0%.
Screening O=C(NCc1ccco1)c1ccc(N2CCCC2=O)cc1 returned AmpC inh det 0.6%.
For COc1cc(CC(NC(C)=O)C(=O)NC2CCN(c3nc(C)cc(C)c3C#N)CC2)cc(OC)c1 (stereo not drawn) the results were AmpC inh det -3.4%.
COc1ccc(OC)c(S(=O)(=O)N2CCC(C(=O)Nc3ccc(C)c(C)c3)CC2)c1 was read as AmpC inh det -4.5%.
Screening CC(C)N(c1ccccc1)c1ccc(NC(=O)C2CCCO2)cc1 (stereo not drawn) returned AmpC inh det 10.0%.
Screening CC(=O)NCC(=O)OCC(=O)c1ccc(C)c(C)c1 returned AmpC inh det 8.6%.
For CCO/C=C1/C(=O)N(CC)c2ccccc21 the results were AmpC inh det 10.8%.
Screening Cc1cccc(CNc2ncnc3[nH]ncc23)c1 returned AmpC inh det -2.6%[5.75 µM].
O=C(NCC1CCCO1)C1CCC(=O)N1Cc1ccccc1Cl (stereo not drawn) was read as AmpC inh det -1.2%.
Screening CCCc1cc(C(=O)Nc2cc(Br)ccc2O)no1 returned AmpC inh det 6.4%.
Screening O=C1c2cccc3c(N4CCCCC4)ccc(c23)C(=O)N1c1ccccn1 returned AmpC inh det 12.7%.
CCOc1ccccc1N1CCN(C(=O)c2c(C)noc2C)CC1 was read as AmpC inh det -1.0%.
Cc1ccc(S(=O)(=O)Nc2cc(C(=O)NCCN3CCCC3)ccc2N2CCCCC2)cc1 was read as AmpC inh det -2.2%.
Screening C=CCNC(=O)c1ccc2c(c1)nnn2C returned AmpC inh det 11.5%.
`COc1ccccc1N1CSC2=C(C#N)C(c3ccc(SC)cc3)CC(=O)N2C1` (stereo not drawn) gave AmpC inh det 10.8%.
`CCn1c(SCC#N)nc2c(c1=O)C1(CCCC1)Cc1ccccc1-2` gave AmpC inh det 18.4%.
`Cc1noc(C)c1COC(=O)CCCc1nc2ccccc2s1` gave AmpC inh det 15.6%.
`CCOC(=O)c1ccc(NC(=O)C2C3C=CC(C3)C2C(=O)O)cc1` (stereo not drawn) gave AmpC inh det 0.1%.
`O=C(CSc1nc2ccccc2c(=O)[nH]1)c1ccc(O)c(O)c1` gave AmpC inh det -7.1%.
CC(C)CNS(=O)(=O)c1ccc(C(=O)Nc2ccc3c(c2)OCCO3)cc1 was read as AmpC inh det -2.9%.
For CC(=O)NC1C(=O)N(CCc2ccccc2)c2ccccc21 (stereo not drawn) the results were AmpC inh det -4.1%.
Cc1ccc(C)c(N2CCN(C(=O)COc3cc(=O)n(C)c4ccccc34)CC2)c1 was read as AmpC inh det -5.4%.
For O=C(CS(=O)(=O)Cc1ccccc1)N1CCc2ccccc2C1 the results were AmpC inh det -5.8%.
COCCOC(=O)c1c(C)oc2ccc(OCc3cc(C(=O)OC)oc3C)cc12 was read as AmpC inh det -3.8%.
`CCNc1ncc2nc(-c3ccc(OC)cc3)c(=O)n(CCc3ccccc3)c2n1` gave AmpC inh det 0.0%.
Screening O=C(Nc1cccc2ccccc12)c1ccccc1 returned AmpC inh det -4.8%[5.75 µM].
`O=C(CNc1ccc(Oc2ccccc2)cc1)N1CCOCC1` gave AmpC inh det 10.2%.
`Cc1c2c(nc3c(C)cccc13)OC(C)C2` (stereo not drawn) gave AmpC inh det 8.2%.
Screening c1ccc(-c2cc(N3CCCCCC3)n[nH]2)cc1 returned AmpC inh det -2.5%.
`COc1cc(-c2nc3ccccn3c2NCC2CCCO2)ccc1O` (stereo not drawn) gave AmpC inh det 9.8%.
`c1ccc2c(c1)nc(-c1ccncc1)n1nnnc21` gave AmpC inh det -5.7%.
For CC(C)(S)[C@H](N)C(=O)O the results were AmpC inh det -6.8%[5.75 µM].
Screening Cn1ccc2cc(NC(=O)Nc3cccnc3)ccc21 returned AmpC inh det -3.1%.
`COC(=O)c1cc(C(=O)OC)cc(-n2c(C)cc(C(=O)CC#N)c2C)c1` gave AmpC inh det -6.8%.
`COc1ccc(Oc2ncc3ncc(=O)n(Cc4cccs4)c3n2)cc1` gave AmpC inh det -2.5%.
`CCOC(=O)NC1(C(F)(F)F)NC(=O)N(C2CCCCC2)C1=O` (stereo not drawn) gave AmpC inh det -4.5%.
For O=C1NCCN1C(=O)C12CC3CC(CC(C3)C1)C2 the results were AmpC inh det 0.6%.
`O=c1cc(-c2ccccc2)nc2nc(SCc3ccccc3)[nH]n12` gave AmpC inh det 13.5%.
`Cc1cc2nc(SCCN3CCCC3)[nH]c2cc1C` gave AmpC inh det 10.6%.
O=C1NC(c2cccc([N+](=O)[O-])c2)=CCN1c1ccccc1O was read as AmpC inh det -0.4%&-4.1%.
Screening O=C1CC(N2CCOCC2)C(=O)N1c1ccccc1Cl (stereo not drawn) returned AmpC inh det -1.4%.
For CN(c1ccc(C(=O)Nc2cccnc2)cc1)S(C)(=O)=O the results were AmpC inh det -4.4%.
For O=C1C(=O)N(CCCn2ccnc2)C(c2cccnc2)/C1=C(/O)c1ccc(F)cc1 (stereo not drawn) the results were AmpC inh det 7.7%.
For CC(NC(=O)c1ccccc1Cl)C1COc2ccccc2O1 (stereo not drawn) the results were AmpC inh det -3.6%.
COc1ccc(S(=O)(=O)NC(CC(=O)N2CCC3(CC2)OCCO3)c2ccco2)cc1 (stereo not drawn) was read as AmpC inh det 1.6%.
For OC1CCCCC1Sc1nc2ccccc2s1 (stereo not drawn) the results were AmpC inh det 24.3%.
COc1ccc(Cc2nnc(SCC(=O)Nc3ncc(C)s3)o2)cc1 was read as AmpC inh det -4.9%.
For Cc1cc(C(F)(F)F)c2sc(N)nc2n1 the results were AmpC inh det -4.9%.
O=c1c2ccccc2nnn1CSc1nc2sc3c(c2c(=O)n1CC1CCCO1)CCC3 (stereo not drawn) was read as AmpC inh det -4.2%.
Cc1ccc(Nc2cc(C)nc3nc(C)nn23)cc1 was read as AmpC inh det 4.8%.
For CCC(C)(C)n1nnnc1C(c1cccc(C#N)c1)N1CCN(c2cccc(C)c2C)CC1 (stereo not drawn) the results were AmpC inh det 5.2%.
`COc1ccccc1CNC(=O)CCn1c(=O)[nH]c2ccsc2c1=O` gave AmpC inh det 0.0%.
COC(=O)C(CC(=O)c1ccc(Br)cc1)n1ccnc1 (stereo not drawn) was read as AmpC inh det -4.1%.
Screening O=C(Nc1cccnc1)Nc1ccc(F)c(Cl)c1 returned AmpC inh det 3.5%.
COc1ccc(-c2ccc(-c3nnc(-c4ccncc4)o3)cc2)cc1 was read as AmpC inh det -0.3%.
Screening CS(=O)(=O)Nc1c(O)ccc2c1CCC[C@H]2C1=NCCN1 returned AmpC inh det -0.6%.
Screening O=C(CN1C(=O)COc2ccccc21)c1cccc(Cl)c1 returned AmpC inh det -0.5%.
`NS(=O)(=O)c1cc(C(=O)O)c(O)c2ccccc12` gave AmpC inh det -3.3%[5.75 µM].
`CC(Cl)(Cl)Cl` gave AmpC inh det 11.6%.
COc1ccccc1CNC(=O)C1CCCN(S(=O)(=O)c2c(C)[nH]c(=O)[nH]c2=O)C1 (stereo not drawn) was read as AmpC inh det -0.8%.
`Cc1ccc(-n2nc(C)c3c(-c4cccs4)c(C#N)c(N)nc32)cc1` gave AmpC inh det 2.6%.

No new results follow: an excerpt of the list.
For OC1CCCCC1Sc1nc2ccccc2s1 (stereo not drawn) the results were AmpC inh det 24.3%.
COc1ccc(Cc2nnc(SCC(=O)Nc3ncc(C)s3)o2)cc1 was read as AmpC inh det -4.9%.
For Cc1cc(C(F)(F)F)c2sc(N)nc2n1 the results were AmpC inh det -4.9%.
O=c1c2ccccc2nnn1CSc1nc2sc3c(c2c(=O)n1CC1CCCO1)CCC3 (stereo not drawn) was read as AmpC inh det -4.2%.
Cc1ccc(Nc2cc(C)nc3nc(C)nn23)cc1 was read as AmpC inh det 4.8%.
For CCC(C)(C)n1nnnc1C(c1cccc(C#N)c1)N1CCN(c2cccc(C)c2C)CC1 (stereo not drawn) the results were AmpC inh det 5.2%.
`COc1ccccc1CNC(=O)CCn1c(=O)[nH]c2ccsc2c1=O` gave AmpC inh det 0.0%.
COC(=O)C(CC(=O)c1ccc(Br)cc1)n1ccnc1 (stereo not drawn) was read as AmpC inh det -4.1%.
Screening O=C(Nc1cccnc1)Nc1ccc(F)c(Cl)c1 returned AmpC inh det 3.5%.
COc1ccc(-c2ccc(-c3nnc(-c4ccncc4)o3)cc2)cc1 was read as AmpC inh det -0.3%.
Screening CS(=O)(=O)Nc1c(O)ccc2c1CCC[C@H]2C1=NCCN1 returned AmpC inh det -0.6%.
Screening O=C(CN1C(=O)COc2ccccc21)c1cccc(Cl)c1 returned AmpC inh det -0.5%.
`NS(=O)(=O)c1cc(C(=O)O)c(O)c2ccccc12` gave AmpC inh det -3.3%[5.75 µM].
